FUS suppressor – FUS proteinopathy suppression in yeast. S. cerevisiae FUS-expressing, growth rescue, OD600, 24 h. Potency, µM (top dose mostly 76.6 µM), for inactives: at the top dose growth rescue (activation), hits mostly activators. 0.24% of 390,000 active. AID 1347120;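 also: plate controls were DMSO vehicle for no effect and reference control for full effect; nearly all actives have a fitted effect of over 55% in size; some results filed as inactive show a strong effect at the top dose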
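Yeast FUS proteinopathy model; galactose-induced FUS (2%), starting OD 0.005. Cpds in dilution series, 24hr, 30C, 99% humidity. Abs 600 nm growth. Pos ctrl CP55940 (top 92uM final); neg ctrl DMSO.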
EPAC1 agonist – EPAC1 (human) agonism; EPAC1 agonist qHTS, biochemical assay; response scale: 100% = response to 6.5 mM cAMP; Potency, µM (series often up to 154 µM), for the others: top-dose activation, most hits filed as activators; 0.073% of 360,000 active; also: nearly all actives have a fitted effect of over 60% in size
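Fluorescent GDP-exchange assay: 100 nM EPAC1 with 250 nM Rap1B preloaded with BODIPY-GDP and 50 uM GDP; compounds tested as concentration series, 5 min at room temperature, then read every 5 min for 30 min (ex 480/em 540 nm); normalized to 6.5 mM cAMP.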
aSyn yeast inh – rescues yeast growth from alpha-synuclein toxicity. Yeast expressing alpha-synuclein, growth rescue, BacTiter-Glo, 24 h. Potency, µM (series often up to 46.1 µM), without a hit: at the top dose growth rescue (activation), usual class: activators. 0.14% of 370,000 active; also: % of control where 0% means no effect; nearly all actives have a fitted effect of over 65% in size
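Readout is rescue of growth in alpha-synuclein-expressing yeast, so inhibitors of toxicity appear as activators. Growth after 24 hr at 30 deg C in galactose medium is quantified by luminescence.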
EPAC1 antagonist – antagonists of human EPAC1; EPAC1 GEF assay, Rap1b-BODIPY-GDP exchange fluorescence; Potency, µM (doses to about 115 µM), without a hit: top-dose activity change, negative = inhibition, most hits filed as inhibitors; 0.14% of 360,000 active; O95398;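 also: plate controls were vehicle for no effect and positive control for full effect; nearly all actives have a fitted effect of over 50% in size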
EPAC2 ag – activates human EPAC2 exchange factor; AID 720711; EPAC2 activation, biochemical qHTS; response scale: 100% = 6.5 mM cAMP response; Q8WZA2; Potency, µM (doses to about 154 µM), inactives show top-dose activation, actives largely listed as activators; 0.079% of 360,000 active; also: nearly all actives have a fitted effect of over 50% in size
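Exchange assay: 100 nM EPAC2 with 250 nM Rap1B-BODIPY-GDP and 50 uM GDP. Fluorescence (ex 480/em 540 nm) read every 5 min for 30 min at room temperature. Data normalized to 6.5 mM cAMP as agonist control.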
EPAC2 antagonist – EPAC2 (human) antagonism. AID 720708. 0.18% of 360,000 active. EPAC2 GEF exchange of Rap1B-BODIPY-GDP, fluorescence. Potency, µM (top dose mostly 114 µM), for inactives: top-dose activity, negative = inhibition, usual class: inhibitors. Q8WZA2; also: % is scaled to controls: 0 for no effect and ±100 for the full control effect; nearly all actives have a fitted effect of over 45% in size; many of its hits are not listed in these tables
TDP-43 yeast inh – rescues yeast growth from TDP-43 toxicity; TDP-43 expressing yeast growth rescue, BacTiter-Glo, 24 h; Potency, µM (series often up to 46.1 µM), for inactives: top-dose growth rescue (activation), usual class: activators; 1.8% of 410,000 active; AID 652104; also: % of control where 0% means no effect; nearly all actives have a fitted effect of over 50% in size
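Yeast cells expressing TDP-43 under galactose induction are exposed to compounds for 24 hr at 30 deg C. BacTiter-Glo luminescence measures growth, so protective compounds score as activators.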
PTHR1 ag – activates the human parathyroid hormone receptor PTHR1. HEK293 GP2 PTHR1 cells, GloSensor cAMP luminescence, 1 h. Potency, µM (highest dose often 115 µM), without a hit: at the top dose activation, hits mostly activators. 0.075% of 410,000 active; also: nearly all actives have a fitted effect of over 55% in size; some results filed as inactive show a strong effect at the top dose; inactives centre near -15; many of its hits are not listed in these tables
Target sequence (Q03431 whole entry, looked up): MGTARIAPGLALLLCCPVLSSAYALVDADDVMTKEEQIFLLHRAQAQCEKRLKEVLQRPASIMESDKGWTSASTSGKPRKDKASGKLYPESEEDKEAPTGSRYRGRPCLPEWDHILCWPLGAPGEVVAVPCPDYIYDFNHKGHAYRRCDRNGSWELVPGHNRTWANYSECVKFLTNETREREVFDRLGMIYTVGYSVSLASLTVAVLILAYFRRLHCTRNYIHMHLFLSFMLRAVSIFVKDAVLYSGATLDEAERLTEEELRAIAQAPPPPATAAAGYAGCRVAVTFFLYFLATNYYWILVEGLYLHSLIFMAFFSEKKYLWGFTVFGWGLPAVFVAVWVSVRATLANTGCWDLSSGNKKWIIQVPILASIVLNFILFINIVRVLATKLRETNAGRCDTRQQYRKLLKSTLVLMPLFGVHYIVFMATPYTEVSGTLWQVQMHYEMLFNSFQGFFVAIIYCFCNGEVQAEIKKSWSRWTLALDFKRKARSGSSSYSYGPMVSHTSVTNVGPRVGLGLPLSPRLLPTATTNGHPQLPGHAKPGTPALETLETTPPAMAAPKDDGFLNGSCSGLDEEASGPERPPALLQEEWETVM
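HEK-293-derived GP2 cells expressing PTHR1 and a GloSensor cAMP reporter, 3,000/well, plated overnight, given luciferin plus IBMX (each 0.5 mM as added) for 1 h at 37 °C, then compound for 1 h at 37 °C. Luminescence was read after 15 min at room temperature.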
Numbers without * were called inactive; i = inactive; ? = inconclusive; / = not tested or not shown; & = joins results of further samples; [ ] = dose if it differs, or a comment. Calls follow the shape of the dose curve; as a rule, active = well fitted curve in the direction sought with a large enough effect; inconclusive = small, poorly fitted or top-dose-only effect, or another doubt; inactive = no such curve, though single readings can be large; an effect the other way counts as inactive or inconclusive. Potency is read from the fitted curve at half-maximal effect.

Sequence of screens: FUS suppressor	EPAC1 agonist	aSyn yeast inh	EPAC1 antagonist	EPAC2 ag	EPAC2 antagonist	TDP-43 yeast inh	PTHR1 ag
> COc1ccc(OC)c(-c2nn(-c3ccccc3)cc2C(=O)NC2(C)CCS(=O)(=O)C2)c1 (centres undefined)
  -13%	14%	1%	0%	8%	-7%	13%	i
> COc1ccc(C)c2sc(N(CCN(C)C)C(=O)c3ccc4ccccc4c3)nc12
  15%	11%	-14%	-2%	2%	-12%	0%	-19%
> C=C(C)CSc1nnc([C@@H]2CCCN2C(=O)OC(C)(C)C)o1
  16%	3%	-3%	-2%	6%	1%	-1%	i
> Nc1c(NCc2ccccc2)c(=O)c1=O
  21%	6%	1%	17%	2%	0%	-6%	i
> COc1ccc(CNC(=O)C2CCN(C(=O)N(C)C)CC2)c(OC)c1
  -9%	10%	-2%	6%	14%	3%	-19%	i
> O=C(Nc1ccc2c(c1)OCO2)c1ccc(S(=O)(=O)NCC2CCCO2)cc1 (centres undefined)
  /	-2%	-11%	-18%	5%	-5%	-18%	i
> CCCCn1c(N)c(N(CC(C)C)C(=O)c2cccc(S(=O)(=O)N3CCCCCC3)c2)c(=O)[nH]c1=O
  -7%	-7%	-3%	?	-9%	4%	0%	?
> N#Cc1cccc(NC(=O)c2cc(C3CCCCN3S(=O)(=O)c3ccccc3)on2)c1 (centres undefined)
  ?	-10%	5%	-5%	5%	5%	18%	-79%[inhibitor]
> CC1=Nc2cc(C(=O)N3CCCC3)ccc2Sc2c(C)ccc(C)c21
  ?	-4%	?	-6%	-5%	-13%	13%	?
> Cc1ccc(S(=O)(=O)N2CCC[C@H]2C(=O)Nc2ccccc2Cl)cc1
  9%	3%	6%	-16%	9%	-4%	9%	-15%
> CC(=O)Nc1nonc1NC(=O)CSc1ccccn1
  8%	0%	-1%	-6%	1%	-2%	-2%	i
> Cc1cc(C(=O)OCC(=O)Nc2ccccc2C(F)(F)F)on1
  -4%	-6%	0%	-23%	0%	-15%	4%	i
> CC(C)c1ccc(N=Cc2c(O)c3ccccc3oc2=O)cc1
  -9%	6%	2%	-3%	4%	-8%	-2%	-23%
> O=C(CC1Nc2ccccc2NC1=O)Nc1ccccc1 (centres undefined)
  35%	0%	7%	-16%	-2%	-2%	11%	-14%
> CCN(Cc1ccccc1)C(=O)CSc1nc(C)cc2c1C(=O)OC2
  5%	3%	2%	13%	2%	13%	1%	-7%
> Cc1ccc(C)c(NC(=S)N2CCCCC2CO)c1 (centres undefined)
  -40%	-2%	0%	-13%	6%	3%	1%	-18%
> CC1(C)CC(=O)C2=C(C1)N(c1ncn[nH]1)C(N)=C(C#N)C2c1ccccc1 (centres undefined)
  10%	-30%	-2%	-18%	8%	-1%	-3%	16%
> CC1(C)Cc2c(sc3c2c(=N)n(Cc2ccco2)c(=O)n3CC(=O)Nc2ccc(Cl)cc2)CO1
  /	6%	5%	-11%	16%	0%	-4%	i
> CC(=O)NC12CC3CC(C1)CC(C(=O)N(C)CC(=O)Nc1cccc(F)c1)(C3)C2
  -19%	-12%	4%	1%	-7%	1%	0%	-7%
> CCN(CC)C(=O)CSc1nc2ccccc2c(=O)n1OC
  -5%	0%	0%	2%	5%	7%	5%	-13%[57.5 µM]

Profiles as entered above. Order of screens: FUS suppressor | EPAC1 agonist | aSyn yeast inh | EPAC1 antagonist | EPAC2 ag | EPAC2 antagonist | TDP-43 yeast inh | PTHR1 ag
COc1ccc(C)c2sc(N(CCN(C)C)C(=O)c3ccc4ccccc4c3)nc12 across the screens: 15% | 11% | -14% | -2% | 2% | -12% | 0% | -19%
CC1=Nc2cc(C(=O)N3CCCC3)ccc2Sc2c(C)ccc(C)c21 across the screens: ? | -4% | ? | -6% | -5% | -13% | 13% | ?
COc1ccc(OC)c(-c2nn(-c3ccccc3)cc2C(=O)NC2(C)CCS(=O)(=O)C2)c1 (centres undefined) across the screens: -13% | 14% | 1% | 0% | 8% | -7% | 13% | i

Additional records:
Sequence of screens: FUS suppressor	EPAC1 agonist	aSyn yeast inh	EPAC1 antagonist	EPAC2 ag	EPAC2 antagonist	TDP-43 yeast inh	PTHR1 ag
> CCOC(=O)C1CCN(C(=O)C2CCC(=O)N(CC3CCCCC3)C2)CC1 (centres undefined)
  9%	-17%	-2%	-8%	-11%	2%	-17%	-23%
> Cc1ccnc(NS(=O)(=O)c2ccc(NS(C)(=O)=O)cc2)n1
  -13%	-6%	1%	-8%	-3%	-6%	-11%	?
> CCCS(=O)(=O)NC(=O)C1(C)CCN(C(=O)c2ccco2)C1 (centres undefined)
  -29%	-9%	9%	13%	5%	8%	5%	i
> O=[N+]([O-])c1ccccc1Nc1cccc(F)c1
  -13%	-4%	1%	-5%	13%	-6%	-5%	-6%
> CC(=O)N(C(C)=O)n1c(C)nc2sc3c(c2c1=O)CCCC3
  -24%	14%	5%	8%	5%	11%	18%	i
> COc1ccc(NC(=O)C(=O)NCCO)cc1Cl
  /	1%	-7%	4%	5%	8%	1%	i
> Cc1ccnc(NC(=O)CCCOc2cc(=O)n(C)c3ccccc23)c1
  -7%&-3%	-11%&0%	-5%&4%	-6%&-8%	4%&4%	-2%&-7%	-4%&-20%	-5%
> O=C(NCC1CCCO1)c1ccc(NC(=O)C2CC=CCC2C(=O)O)cc1 (centres undefined)
  -28%	-3%	-9%	6%	5%	16%	9%	i
> COc1cc(C(=O)Oc2cccnc2)cc(OC)c1OC
  -3%	5%	0%	-7%	1%	20%	1%	i
> CCC(=O)Nc1cc2[nH]c(=O)cc(C)c2cc1C
  -13%	11%	1%	-9%	2%	5%	21%	-19%
> COc1ccc(CCNC(=O)C2CCCN2C(=O)Nc2ccc(Cl)cc2)cc1OC (centres undefined)
  -5%	8%	4%	-6%	5%	2%	18%	-27%
> c1ccc(Nc2nc(N3CCCCC3)nc(N3CCCCC3)n2)cc1
  29%	0%	8%	-18%	10%	-8%	?	i
> O=C(NNc1c2ccccc2nc2ccccc12)c1ccc(O)cc1O
  4%	-2%	0%	?	7%	-12%	17%	-28%[57.5 µM]
> O=C(Cn1c(NCCO)nc2ccccc21)N1CCN(Cc2ccccc2)CC1
  10%	8%	1%	0%	-2%	-5%	18%[9.22 µM]	i
> COc1ccc(C(=O)N2CCSCC2)cc1OC1CCN(C(C)=O)CC1
  12%	2%	-8%	-14%	10%	-3%	5%	i
> O=S(=O)(Nc1ccc(Cl)cc1)c1cccc2nsnc12
  7%	13%	?	-10%	1%	-1%	18%	-11%
> CSCCC(=O)N(C)CC1CCN(CCc2cccc(C(F)(F)F)c2)CC1
  -14%	-3%	-2%	12%	-2%	-6%	-16%	-4%
> Cc1nonc1OCCN1CCN(c2ccccc2[N+](=O)[O-])CC1
  15%	-6%	1%	15%	0%	12%	-14%	-15%
> CCOC(=O)c1cnc2c(-c3ccccc3OC)c(C)nn2c1C
  -14%	3%	-5%	8%	1%	-8%	30%	-20%
> C=C1CCN([C@@H](C)C(=O)NCc2ccc(Cl)cc2)S(=O)(=O)c2ccccc21
  12%	-6%	18%	-16%	13%	3%	-17%	-53%[inhibitor]
> Cc1cccc(C(=O)NCC(=O)NCC(c2ccco2)N2CCCCC2)c1 (centres undefined)
  9%	8%	-3%	14%	-1%	12%	0%	i
> O=C(CCn1c(=S)[nH]c2ccccc2c1=O)NCCCN1CCOCC1
  2%	4%	2%	-11%	11%	-3%	7%	-31%
> O=C(c1cc2nc(-c3ccccc3)cc(-c3ccccc3)n2n1)N1CCN(C(=O)c2ccco2)CC1
  23%	4%	2%	1%	14%	1%	8%	-65%[inhibitor][57.5 µM]
> CCCCNC(=S)Nc1ccc(Cl)cc1
  /	0%	-13%	-5%	-2%	6%	?	-22%
> CCN(CC)S(=O)(=O)c1ccc(/C=C/C(=O)Nc2ccc(Br)cc2F)cc1
  11%	10%	5%	-16%	12%	-2%	0%	-35%
> COc1ccc(Cc2nnc(NC(=O)C3CCN(C(=O)c4ccco4)CC3)s2)cc1
  24%	2%	-1%	4%	4%	1%	11%	-14%
> COc1ccc(/C=C2\C(=O)ON=C2c2ccccc2)cc1
  19%	7%	14%	-28%	3%	-4%	?	-9%
> Cc1cccc(OCC(=O)Nc2ccc(N3CCN(S(C)(=O)=O)CC3)cc2)c1C
  8%	0%	4%	-11%	2%	-2%	-3%	i
> CC(NC(=O)Cc1ccccc1)c1ccc(F)cc1 (centres undefined)
  5%	-11%	0%	-8%	-1%	11%	4%	i
> Cc1ccccc1-n1c(=O)cc(N2CCN(C(=O)c3ccco3)CC2)[nH]c1=O
  -15%	2%	-2%	3%	3%	4%	5%	-1%
> CCc1c(C)sc(NC(=S)N2CC(C)OC(C)C2)c1C(=O)OC (centres undefined)
  3%	2%	?	0%	1%	?	23%	-13%
> CC(C)Cn1cnc2c(SCc3ccccn3)nc(N)nc21
  -10%	1%	3%	18%	4%	2%	-11%	i
> O=C(O)c1ccccc1C(=O)c1ccc(-c2ccccc2)cc1
  -19%	5%	-2%	9%	11%	-8%	-1%	-24%
> Cc1c(C(=O)Nc2nc3ccccc3[nH]2)oc2ccc(Br)cc12
  7%	9%	-19%	0%	2%	2%	6%	i
> CC(=O)Nc1cc(C(=O)O)ccc1S(=O)(=O)c1ccc(C)cc1
  23%	10%	1%	5%	7%	0%	-21%	i
> O=C(COC(=O)c1ccccn1)Nc1ccc2c(c1)OCO2
  -19%	-4%	-5%	-9%	3%	-8%	-2%	-23%
> CC(C)C(=O)Nc1ccc(COc2ccccc2CN(Cc2ccccc2)C(=O)OC(C)(C)C)cc1
  40%	-8%	13%	-14%	8%	-17%	8%	-12%
> Cc1[nH]c(=O)c(C#N)c(C)c1CCC(=O)Nc1cc(S(C)(=O)=O)ccc1Cl
  9%	1%	-4%	22%	8%	9%	-22%	-14%
> c1ccc(-n2nnnc2SCc2cccc(CSc3nnnn3-c3ccccc3)n2)cc1
  3%	3%	3%	7%	0%	8%[57.1 µM]	2%	-9%[57.5 µM]
> COc1cc(/C=N/n2cnnc2)ccc1OCc1ccc(C)cc1
  15%	2%	-10%	-12%	6%	-7%	3%	-10%[57.5 µM]
> O=C(CN(CCc1ccccc1)C(=O)CNS(=O)(=O)c1ccc(F)cc1)NCC1CCCO1 (centres undefined)
  -10%	2%	-7%	-6%	2%	-5%	0%	i
> CCOC(=O)c1ccc(NC(=O)c2nc[nH]c2C(=O)NCC(=O)OC(C)(C)C)cc1
  ?	-18%	10%	?	-12%	-14%	22µM*	-22%

An excerpt; count on the stated rates, not on these rows.
